Glioma ERSR ind = induces the endoplasmic reticulum stress response in human glioma cells | U87-MG GRP78 promoter luciferase reporter, 16 h | Potency, µM, inactives show at the highest dose activation, most hits filed as activators | 0.02% of 420,000 active; also: potency is read from the fitted curve at half-maximal effect; series mostly up to about 76 µM; % of control where 0% means no effect; nearly all actives have a fitted effect of over 35% in size
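Stably transfected U87-MG glioma cells carrying a GRP78-based luciferase sensor; 16 h compound incubation. Luminescence end-point read 10 min after Bright-Glo addition at room temperature.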
Vif-A3G inh = blocks the Vif interaction with human APOBEC3G; Q9HC16; HeLa A3G-eYFP + Vif (tagged APOBEC3G with the HIV-1 protein that degrades it), YFP fluorescence, overnight; Potency, µM (highest dose often 46.1 µM), inactives show at the highest dose activity, negative = active, hits mostly inhibitors; 0.076% of 410,000 active;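 also: potency is read from the fitted curve at half-maximal effect; % is scaled to controls: 0 for no effect and ±100 for the full control effect; nearly all actives have a fitted effect of over 60% in size; hits raise eYFP signal because A3G escapes Vif-driven loss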
Target sequence (Q9HC16 whole entry, looked up): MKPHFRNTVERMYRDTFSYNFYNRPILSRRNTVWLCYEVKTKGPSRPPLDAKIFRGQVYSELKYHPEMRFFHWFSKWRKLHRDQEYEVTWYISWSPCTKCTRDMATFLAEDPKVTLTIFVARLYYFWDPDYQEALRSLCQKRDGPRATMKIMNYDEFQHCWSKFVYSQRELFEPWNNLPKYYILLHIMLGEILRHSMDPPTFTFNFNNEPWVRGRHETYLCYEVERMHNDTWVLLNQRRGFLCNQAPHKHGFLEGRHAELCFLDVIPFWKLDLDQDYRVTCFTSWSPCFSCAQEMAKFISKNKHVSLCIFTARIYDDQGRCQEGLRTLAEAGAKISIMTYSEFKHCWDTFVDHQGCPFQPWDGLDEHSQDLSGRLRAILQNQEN
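HeLa cells stably expressing Vif and C-terminally eYFP-tagged A3G, seeded overnight at 37 deg C, then exposed to compound by pintool overnight at 37 deg C. Rise in yellow fluorescence (Ex 488/Em 500-530, Acumen) marks blocked Vif-driven A3G degradation.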
IDH1 R132H inh = human IDH1 R132H inhibition; O75874; IDH1-R132H enzyme, NADPH consumption, diaphorase/resazurin fluorescence; Potency, µM (highest dose often 76.6 µM), for inactives: at the highest dose activity change, negative = inhibition, usual class: inhibitors; 0.093% of 390,000 active; also: potency is read from the fitted curve at half-maximal effect; % is scaled to controls: 0 for no effect and ±100 for the full control effect; nearly all actives have a fitted effect of over 65% in size
Target sequence (O75874 whole entry R132H, stated change not applied): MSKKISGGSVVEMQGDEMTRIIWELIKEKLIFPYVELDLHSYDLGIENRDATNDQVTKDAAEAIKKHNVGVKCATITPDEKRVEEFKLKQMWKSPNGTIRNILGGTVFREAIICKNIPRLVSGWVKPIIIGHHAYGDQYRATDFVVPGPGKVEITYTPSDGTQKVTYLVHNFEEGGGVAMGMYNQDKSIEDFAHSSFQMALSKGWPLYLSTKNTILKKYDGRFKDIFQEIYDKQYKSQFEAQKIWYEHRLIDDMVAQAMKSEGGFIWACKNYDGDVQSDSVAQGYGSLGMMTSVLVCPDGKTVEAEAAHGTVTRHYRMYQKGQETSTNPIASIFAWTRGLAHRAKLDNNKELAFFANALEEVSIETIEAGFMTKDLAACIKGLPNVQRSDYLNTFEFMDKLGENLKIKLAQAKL
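IDH1-R132H (0.5 ug/mL dispensed) in pH 7.5 Tris buffer was preincubated 30 min with compound, then given a substrate mix of 0.016 mM NADPH and 2 mM alpha-KG for 80 min at room temperature; remaining NADPH was read by diaphorase/resazurin fluorescence.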
USP1-UAF1 inh = inhibitors of human USP1/UAF1 deubiquitinase; O94782; recombinant USP1/UAF1, Ub-Rhodamine cleavage fluorescence; Potency, µM (series often up to 57.1 µM), for the others: at the top dose activity change, negative = inhibition, usual class: inhibitors; 0.23% of 390,000 active; also: potency is read from the fitted curve at half-maximal effect; % is scaled to controls: 0 for no effect and ±100 for the full control effect; nearly all actives have a fitted effect of over 60% in size; inactives centre near -12
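1 nM enzyme complex + cpd, 15 min RT; start with Ub-Rho 150nM final; kinetic fluorescence ex 480/em 540, 6 reads q60 s. Buffer 50mM HEPES pH 7.8, 0.5mM EDTA, 0.1 mg/ml BSA, 1mM TCEP, 0.01% Tween-20.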
RGS4 inh = human RGS4 inhibition; P49798; Potency, µM (highest dose often 114 µM), without a hit: at the highest dose activity change, negative = inhibition, most hits filed as inhibitors; 0.039% of 390,000 active; AID 504845; Transcreener GDP fluorescence polarization, RGS4-accelerated GTP hydrolysis; also: potency is read from the fitted curve at half-maximal effect; % is scaled to controls: 0 for no effect and ±100 for the full control effect; nearly all actives have a fitted effect of over 75% in size; some results filed as inactive show a strong effect at the top dose
Target sequence (P49798 whole entry, looked up): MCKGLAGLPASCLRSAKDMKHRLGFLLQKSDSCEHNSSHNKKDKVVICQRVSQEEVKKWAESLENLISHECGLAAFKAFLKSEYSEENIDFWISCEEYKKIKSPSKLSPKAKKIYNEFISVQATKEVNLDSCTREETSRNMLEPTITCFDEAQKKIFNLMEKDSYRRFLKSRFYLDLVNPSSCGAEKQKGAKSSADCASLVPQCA
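MLSMR compounds (23 nl, pin-transferred) preincubated 10 min at room temperature with a 500nM (2x) first reagent, then RGS4 at 900nM (2x) plus Transcreener GDP mix added; fluorescence polarization (620/688 nm) read before and after 90 min at 30 °C.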
TrxR1 substrate = rat thioredoxin reductase 1 substrate activity; purified TrxR1 substrate turnover, NADPH consumption readout; Potency, µM (series often up to 114 µM), for inactives: at the highest dose activity change, negative = substrate turnover; 0.01% of 390,000 active; also: potency is read from the fitted curve at half-maximal effect; % is scaled to controls: 0 for no effect and ±100 for the full control effect; nearly all actives have a fitted effect of over 50% in size
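Rat TrxR1, dispensed at 90 nM, was prereduced with 400 uM NADPH (final) for 5 min at ~22 deg C, then incubated with compound 15 min before 400 uM selenite. A first-read NADPH fluorescence drop versus no-compound background flagged substrates.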
Vif-APOBEC3F blk = blocks the Vif interaction with APOBEC3F; HeLa A3F-eYFP + Vif (tagged APOBEC3F with the HIV-1 protein that degrades it), YFP fluorescence increase; Potency, µM (titrated, usually from 46.1 µM), without a hit: at the highest dose activity, negative = active; 0.2% of 390,000 active; AID 602313; also: potency is read from the fitted curve at half-maximal effect; % of control where 0% means no effect; nearly all actives have a fitted effect of over 65% in size
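Fluorescence increase (Ex 488/Em 500-530) after overnight compound treatment at 37 deg C flags inhibition of Vif-driven A3F-eYFP loss in stable HeLa A3F-eYFP/Vif cells seeded overnight beforehand.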
TrxR1 inh = rat TrxR1 inhibition. recombinant rTrxR1, NADPH fluorescence consumption, selenite substrate. Potency, µM (doses to about 114 µM), without a hit: at the top dose activity change, negative = inhibition, usual class: inhibitors. 1% of 390,000 active; also: potency is read from the fitted curve at half-maximal effect; % is scaled to controls: 0 for no effect and ±100 for the full control effect; nearly all actives have a fitted effect of over 65% in size
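Rat TrxR1 (90 nM in the dispensed reagent) was pre-reduced with 400 uM NADPH for 5 min at room temperature, then incubated with compound for 15 min. After 400 uM selenite was added, NADPH fluorescence (Ex 340/Em 450 nm) was followed for 8 min.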
LDHA block = inhibitors of human lactate dehydrogenase A. purified LDHA, NADH/diaphorase-resazurin fluorescence; hits give low values. activity change, % (values are at about 110 or 230 µM). 0.15% of 480,000 active. AID 1347041; in the data active = activity change below about -30%; inconclusive = mostly about -25% to -30%;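 also: plate controls were DMSO wells for no effect and wells without enzyme for full effect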
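Human LDH5 (2 nM) was incubated with 0.06 mM NADH and 0.2 mM pyruvate for 5 min at room temperature in Tris pH 7.4. Remaining NADH was coupled through diaphorase/resazurin, and resorufin fluorescence was read at 0 and 20 min.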
* = called active by the depositor; ? = inconclusive; . = no result given; & = joins results of further samples; [ ] = remark or other dose. Unless noted, calls follow the shape of the dose curve; as a rule, active = well fitted curve in the direction sought with a large enough effect; inconclusive = small, poorly fitted or top-dose-only effect, or another doubt; inactive = no such curve, though single readings can be large; an effect the other way counts as inactive or inconclusive.

SMILES	Glioma ERSR ind	Vif-A3G inh	IDH1 R132H inh	USP1-UAF1 inh	RGS4 inh	TrxR1 substrate	Vif-APOBEC3F blk	TrxR1 inh	LDHA block
Cc1ccc(C2CC(=O)C(C=NCCN3CCN(C(=S)Nc4ccc(F)cc4)CC3)=C(O)C2)cc1 (stereo not given)	-5.6%	-0.9%	-3.4%	-2.5%	-32.7%	-3.2%	12.0%	0.3%[11.4 µM]	-2.0
C#CCOCCOCCOCCNc1nc(N2CCN(C(=O)[C@H](CCC(=O)O)n3cc(C(N)Cc4ccc(O)cc4)nn3)CC2)nc(N2CCN(C(=O)[C@H](Cc3cc4ccccc4[nH]3)n3cc(C(N)[C@H](C)CC)nn3)CC2)n1 (stereo not given in full)	-1.1%	0.3%	-10.3%	-21.7%	-8.8%	7.1%	-2.7%	4.2%	1.0
c1cncc(-c2nc(N3CCOCC3)c3ccccc3n2)c1	-1.0%	-6.7%	4.2%	-5.8%	-1.9%	9.2%[57.1 µM]	-12.1%	21.7%	1.8
Cc1cc(-c2ccc(C)c(S(=O)(=O)NCC3CCN(Cc4cccc(F)c4)CC3)c2)on1	-4.3%	-5.0%	-6.3%	-12.6%	8.4%	1.5%	-1.3%	3.4%	-0.7
COc1ccc(C(=O)Nc2ccc(C(=O)Nc3cccnc3)cc2)cc1	0.2%	-1.3%	7.0%	-25.6%	-35.0%	15.2%	2.2%	37.6%	-3.1
COc1cc2c(c(OC)c1OC)-c1ccc(NC(=O)c3ccc(F)cc3)c(=O)cc1[C@@H](NC(C)=O)CC2	-2.6%	-24.9%	-2.4%	?	13.3%	-4.5%	0.8%	5.1%[2.29 µM]	-6.6
CC(C)NC(=O)Cn1nc(N2CCN(c3ccccc3)CC2)ccc1=O	4.6%	0.1%	1.0%	-9.2%	-16.9%	-2.0%[57.1 µM]	2.2%	-3.5%[57.1 µM]	1.5
COc1ccc(N2CCN(CC(=O)Nc3sccc3C#N)CC2)cc1	-3.7%	-4.6%	3.1%	-6.4%	-10.2%	-8.9%	-14.2%	-4.2%	-1.1
O=C(Nc1ccc2[nH]ncc2c1)c1ccccc1Cl	-3.9%	-2.0%	-0.9%	-14.7%	-6.0%	-4.1%	-12.9%	3.1%	-0.5
COc1ccc(C(=O)NC2(C(F)(F)F)C(=O)N(Cc3ccco3)C3=C2C(=O)CC(C)(C)C3)cc1OC (stereo not given)	-4.3%	-5.0%	-6.5%	-2.7%	0.4%	-6.0%[57.1 µM]	?	-13.6%	2.2
COc1ccc(C(=O)Nc2nc3ccc(S(=O)(=O)N4CCCC4)cc3s2)cc1	-3.2%	-3.7%	-12.8%	-8.5%	-10.8%	2.2%[57.1 µM]	3.4%	11.2%[57.1 µM]	0.5
O=C(NCc1ccc(F)cc1)C1CCCN(C(=O)NCc2ccccc2)C1 (stereo not given)	-3.1%	-2.0%	2.2%	-6.9%	-5.0%	8.6%[0.0914 µM]	8.5%	11.4%[57.1 µM]	-3.0
CCCc1cc(=O)[nH]c(/N=C(/NC(=O)C(C)N2C(=O)c3ccccc3C2=O)Nc2ccccc2)n1 (stereo not given)	-0.3%	-0.2%	-2.2%	-6.0%	-11.9%	2.4%	-9.0%	18.7%	-13.3
CN1CCN(c2ccc(S(=O)(=O)N3CCCCC3)cc2NC(=O)c2cccc([N+](=O)[O-])c2)CC1	-2.9%	4.4%	-7.2%	-6.2%	4.5%	4.5%	-11.0%	26.4%	2.1
CC(C)c1cccc(C(C)C)c1NS(=O)(=O)c1cccs1	-1.2%	-8.7%	4.7%	-21.4%	8.6%	-0.9%	-1.2%	5.5%	-3.0
CCOc1cccc(/C(O)=C2/C(=O)C(=O)N(CCOC)C2c2ccncc2)c1 (stereo not given)	-4.0%	-6.8%	0.0%	7.2%	-4.0%	-17.2%	-15.6%	-28.7%	-3.2
CCn1c(NC(=O)c2ccc(C)cc2)c2ccccc2nc1=O	-4.2%	1.2%	11.2%	-10.6%	11.0%	-7.7%	1.0%	-18.8%	-3.9
OC(C1=CC(=Cc2ccncc2)c2ccccc21)c1ccncc1 (stereo not given)	-3.3%	-6.6%	2.3%	0.6%	-6.8%	3.8%[57.1 µM]	-6.3%	1.9%[2.29 µM]	6.3
COc1ccc(CCNC(=O)C2COc3ccccc3O2)cc1OC (stereo not given)	-4.2%	2.8%	0.0%	-11.1%	-16.7%	0.4%	-1.5%	4.7%	-0.9
CCCCn1nc(C(=O)Nc2cc(C(F)(F)F)ccc2N2CCOCC2)ccc1=O	-2.8%	1.1%	-13.2%	-23.4%	-14.9%	2.9%	12.0%	45.6%[activator]	2.9
CC(C)CCN1CCN(Cc2nc3ccccc3s2)CC1CCO (stereo not given)	-1.5%	0.1%	0.6%	-8.7%	-10.9%	-4.6%	-9.2%	11.4%	-3.6
COc1ccccc1N1CCN(CCCCOc2cccc3ccccc23)CC1	-4.8%	-5.8%	-1.3%	-14.4%	-25.9%	4.4%	-5.3%	3.6%	0.5
COc1ccc(CNC(=O)Cc2c(C)c3c(cc(C)c4c(C)coc43)oc2=O)cc1OC	-1.6%	-4.1%	-10.7%	-24.6%	10.0%	6.6%	2.4%	20.8%	-3.9
O=C(Nc1ccc(O)c2c(=O)cc(-c3ccccc3Cl)oc12)c1cccc(Cl)c1	-1.9%&-2.3%	3.1%&-3.8%	-1.7%	24.5%	16.8%&-10.6%	-5.8%&-16.3%	1.6%	-8.7%&-26.7%	-3.6
O=C1c2ccccc2C(=O)N1CC1c2ccccc2CCN1S(=O)(=O)c1cnc[nH]1 (stereo not given)	-3.0%	1.4%	4.9%	-8.8%	8.9%	-5.4%	0.9%	0.3%	0.1
Next section
SMILES	Glioma ERSR ind	Vif-A3G inh	IDH1 R132H inh	USP1-UAF1 inh	RGS4 inh	TrxR1 substrate	Vif-APOBEC3F blk	TrxR1 inh	LDHA block
CCOc1nc(-c2ccc(C)cc2)ccc1-c1noc(COC)n1	0.4%	-3.0%	8.2%	-15.1%	-23.3%[11.4 µM]	2.1%[57.1 µM]	6.3%	12.8%[57.1 µM]	-2.1
CCOC(=O)CCC1(C(=O)OC)C(=O)CCCCCC=C1C(=O)OC (stereo not given)	-3.4%	2.4%	-2.4%	5.8%	.	.	0.2%	.	-9.0
CCN1CCC[C@H]1CNC(=O)c1c(O)c(Cl)cc(Cl)c1OC	3.5%&-2.7%&-4.7%&-3.1%	-0.7%	-2.4%	-18.3%	11.7%[56.9 µM]	8.0%[57.1 µM]	-0.3%	?	1.8
Cc1cccc(NC(=O)CCCCCn2c(=O)[nH]c3ccsc3c2=O)c1	-0.8%	0.7%	7.2%	-5.9%	6.8%	-4.6%	0.2%	0.3%	-3.5
C/C(=N\Nc1ccc(F)cc1F)c1ccccc1O	5.4%	-7.5%	28.2%	-15.7%	3.1%	-0.8%[57.1 µM]	-2.1%	12.9%[57.1 µM]	-2.2
Cc1ccc(-c2nnc(SCC(=O)NNC(=O)COc3cccc(C)c3)n2C)cc1	-1.1%	1.3%	11.2%	-7.6%	6.7%	9.1%	8.8%	25.2%	-14.4
CCNC(=O)CCC(=O)Nc1cc(Cl)ccc1C	-3.1%	-1.8%	0.8%	-25.0%	-21.4%	-5.3%	2.5%	16.6%	-10.5
Nc1ccc2c(c1)Nc1ccccc1CC2	2.2%	2.4%	10.0%	-26.1%	-44.9%	7.7%	-11.1%	17.2%	0.9
CC1=Nc2cccc3cccc(c23)N1C	-1.8%	2.0%	11.8%	2.0%	-29.8%	-6.6%	5.9%	0.2%	16.0
COc1ccc(N(CC(=O)Nc2ccccc2C(N)=O)S(=O)(=O)c2ccc(C)c([N+](=O)[O-])c2)cc1	2.6%	-6.9%	-5.8%	-25.3%	5.8%[56.9 µM]	-1.3%	-2.0%	24.9%	-0.5
CC1CCCN(C(=O)Cn2c(=O)oc3cc(S(=O)(=O)N4CCCCC4C)ccc32)C1 (stereo not given)	-4.3%	1.2%	1.9%	-4.9%	-2.6%	-3.5%	-8.6%	14.6%	-14.0
CC(O)(c1ccccc1)c1ccc2ccccc2n1 (stereo not given)	-2.4%	-7.2%	7.6%	-12.1%	-29.4%	-12.9%	-3.4%	-11.7%	-3.6
Nc1nc(CN2CCN(c3cccc(Cl)c3)CC2)nc(N2CCCc3ccccc32)n1	-5.7%	-14.2%	1.8%	-21.0%	3.3%	4.8%[57.1 µM]	4.7%	-2.1%[57.1 µM]	3.6&0.2

Bioassay records from PubChem BioAssay.

An excerpt, so the mix of outcomes need not match the whole.
